ASM inhibitor = Inhibitors of Secretory Acid Sphingomyelinase (S-ASM): qHTS | 340,000 compounds, 0.006% hits | Sphingomyelin phosphodiesterase (Homo sapiens), P17405 | Potency, µM (top dose mostly 57.5 µM), inactives show at the highest dose activity change, negative = inhibition, hits mostly inhibitors | AID 504937, 2011 | placental ASM, HMU-PC fluorogenic substrate, 60 min; further: potency means the concentration at half of the fitted maximal effect
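Fluorescence read-out (Ex 386 nm, Em 447 nm) after stopping the reaction at pH 10. Enzyme: ASM from human placenta; substrate HMU-PC0, 9 uM final; 60 min, 37 °C. Compound preincubation 10 min, ambient temperature.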
Mito fusion act = qHTS Assay for Small Molecule Inhibitors of Mitochondrial Division or Activators of Mitochondrial Fusion; S. cerevisiae fusion-defective mutant growth rescue, CellTiterGlo 48 h; Potency, µM (series often up to 46.1 µM), inactives show at the top dose growth rescue (activation), most hits filed as activators; AID 485298, 2010; 320,000 compounds, 0.23% hits;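 further: potency means the concentration at half of the fitted maximal effect; % of control where 0% means no effect; nearly all actives have a fitted effect of over 45% in size; temperature-sensitive fusion mutants such as fzo1-1 at 37 °C on non-fermentable ethanol glycerol medium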
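Luminescent cell viability in 1536-well qHTS format served as the measure of rescued growth in ts fusion-mutant S. cerevisiae cultured on non-fermentable YPEG for 48 hours at 37C.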
BCR signal inh = qHTS Assay to Find Inhibitors of Chronic Active B-Cell Receptor Signaling | ABC-DLBCL IkBa-CBG/CBR reporter, luminescence ratio, 4 h | 340,000 compounds, 0.05% hits | Potency, µM (highest dose often 46.1 µM), without a hit: top-dose ratio change, negative = lower green/red ratio, hits mostly inhibitors; active means well fitted inhibition curve with a large enough effect in the signal ratio, with a control signal flat, not every such curve was filed as active; inconclusive means small, poorly fitted or top-dose-only effect, or effect the other way, or a change in a side signal; the % refers to the signal ratio;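 further: potency means the concentration at half of the fitted maximal effect; plate controls were basal doxycycline-induced cells for no effect and cells given 10 µM MG132 for full effect; MG132 reads +100%, hits lower the ratio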
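Doxycycline induced both beetle luciferases in TMD8 lymphoma cells; IKK-driven degradation limits the IkappaBalpha-fused green signal, while red luminescence normalises for cell number and nonspecific effects. Compounds tested up to 46 uM, 4 hrs.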
PTAP TSG101 blk = qHTS Assay for Iinhibitors of HIV-1 Budding by Blocking the Interaction of PTAP/TSG101. AID 493005, 2010. 340,000 tested, under 10 active. Fluorescence polarization, FITC-PTAP peptide / Tsg101 binding. Potency, µM (top dose mostly 115 µM), without a hit: top-dose activity change, negative = inhibition, usual class: inhibitors; active means well fitted inhibition curve with a large enough effect in the main read-out, with a control signal flat, not every such curve was filed as active; inconclusive means small, poorly fitted or top-dose-only effect, or effect the other way, or a change in a side signal; inactive means no such curve, though single readings can be large or run the other way; further: potency means the concentration at half of the fitted maximal effect; % of control where 0% means no effect
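FP read-out: FITC-PTAP peptide, 50 nM final, binding Tsg101 binding domain, 10 uM final; 20 min, r.t.; 10 mM HEPES pH 7.5, 0.15 M NaCl, 0.01% Tween 20, 3 mM EDTA, 0.1 mM TCEP.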
TCR act = Activators of T cell receptors: qHTS campaign; primary human leukocytes, anti-CD3, IL-2 HTRF, 48 h; Potency, µM (highest dose often 9.22 µM), for inactives: at the highest dose activation of IL-2 secretion, hits mostly activators; 330,000 tested, under 10 active; further: % of control where 0% means no effect
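Compounds are tested in HTS on primary human leukocytes co-incubated with a-CD3 beads for 48 hr. IL-2 output is measured by time-resolved FRET.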
ELG1 repair inh = qHTS screen for small molecules that inhibit ELG1-dependent DNA repair in human embryonic kidney (HEK293T) cells expressing luciferase-tagged ELG1; AID 504467, 2011; HEK293T ELG1-luciferase reporter, luminescence, 16 h; DNA damage induced by 5-fluorouridine; Potency, µM (series often up to 46.1 µM), inactives show at the top dose activity change, negative = inhibition, most hits filed as inhibitors; 330,000 compounds, 2.3% hits; further: potency means the concentration at half of the fitted maximal effect; on the % scale 0 is the no-effect control and ±100 the full control effect; nearly all actives have a fitted effect of over 55% in size
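Cells (2,000 per well) received 5-fluorouridine plus test compound or DMSO and were incubated 16 hr at 37 °C, 5% CO2. Luciferase activity was read by luminescence 30 min after ONE-Glo addition; signal suppression marked inhibition of damage-induced ELG1 function.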
Eya2 inh = qHTS Assay for Inhibitors of the Phosphatase Activity of Eya2; Protein phosphatase EYA2 (Homo sapiens), O00167; recombinant Eya2, OMFP fluorescence dephosphorylation (OMFP is methylfluorescein phosphate); Potency, µM (top dose mostly 76.9 µM), for the others: at the highest dose activity, negative = inhibition, most hits filed as inhibitors; 330,000 compounds, 0.006% hits; AID 488837, 2010; further: potency means the concentration at half of the fitted maximal effect; on the % scale 0 is the no-effect control and ±100 the full control effect
Target sequence (O00167 whole entry, looked up): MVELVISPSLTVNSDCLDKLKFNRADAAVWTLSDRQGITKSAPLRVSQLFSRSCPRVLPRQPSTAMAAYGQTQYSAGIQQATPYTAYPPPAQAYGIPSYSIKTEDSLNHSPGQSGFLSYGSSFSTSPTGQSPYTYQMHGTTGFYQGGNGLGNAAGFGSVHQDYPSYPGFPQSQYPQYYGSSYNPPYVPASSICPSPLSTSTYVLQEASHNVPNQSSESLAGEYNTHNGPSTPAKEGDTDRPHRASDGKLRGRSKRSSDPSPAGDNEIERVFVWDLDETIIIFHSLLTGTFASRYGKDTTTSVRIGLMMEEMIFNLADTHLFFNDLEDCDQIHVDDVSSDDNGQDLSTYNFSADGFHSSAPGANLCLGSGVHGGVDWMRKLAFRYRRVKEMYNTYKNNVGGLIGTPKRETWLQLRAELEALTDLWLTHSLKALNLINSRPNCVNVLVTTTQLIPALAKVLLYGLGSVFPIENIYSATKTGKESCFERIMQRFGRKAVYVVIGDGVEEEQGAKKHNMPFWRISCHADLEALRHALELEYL
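Eya2 (0.2 uM) preincubated 10 min at ambient with compound, then OMFP substrate added at 50 uM; 10 min reaction in 50 mM HEPES pH 7.5, 50 mM NaCl, 5 uM MgCl2, 0.05% BSA, 1 mM DTT. Fluorescence read at Ex 485/Em 525 nm.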
TSHR antag = Antagonists of the Thyroid Stimulating Hormone Receptor: HTS campaign; 330,000 compounds, 0.2% hits; TSHR-expressing cells, TSH-stimulated cAMP HTRF, 2 h; active compounds read low; activity change, negative = inhibition, % at 11.5 µM; Thyrotropin receptor (Homo sapiens), P16473;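 active means activity change below a set negative limit, meaning inhibition stronger than a set level, cut at about -70% in these data; inconclusive means activity change between two set negative limits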; further: on the % scale 0 is the no-effect control and ±100 the full control effect
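Freshly harvested TSHR cells receive pin-tooled compound, then EC80 TSH at 4nM final. After 2 hours at 37 deg C, antibody in lysis buffer and cAMP-d2 are added; 30 minutes at ambient temperature precede the HTRF read.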
AT treatment = qHTS Assay for Identifying a Potential Treatment of Ataxia-Telangiectasia | […] A-T fibroblasts, KAP-1 phosphorylation AlphaLISA; neocarzinostatin DNA damage 30 min before lysis | Potency, µM (highest dose often 57.5 µM), for inactives: top-dose activation, hits mostly activators | 320,000 compounds, 0.19% hits; further: potency means the concentration at half of the fitted maximal effect; % of control where 0% means no effect; nearly all actives have a fitted effect of over 45% in size
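hTERT-immortalized A-T patient fibroblasts ([…]), 500 cells/well in OPTI-MEM, 1% FBS, got compounds for 60 min, then NCS for 30 min at 37C. Lysates were then assayed for phospho-KAP-1 by AlphaLISA (anti-pKAP1 donor, anti-KAP1 acceptor beads), 6 hr at 25C.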
a7 integrin act = qHTS for Activators of Integrin-Mediated Alleviation for Muscular Dystrophy. 350,000 compounds, 0.064% hits. AID 624291, 2012. alpha7betagal myoblasts, beta-gal FDG fluorescence, 48 h. Potency, µM (top dose mostly 38.3 µM), for inactives: top-dose activation, actives largely listed as activators;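 further: potency means the concentration at half of the fitted maximal effect; 100% = response of the positive control SU9516; nearly all actives have a fitted effect of over 60% in size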
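alpha7betagal+/- myoblasts (passage 13, 250/well) treated 48 h at 37C with compounds at 1:260 dilution of DMSO stock. Lysed, then beta-galactosidase activity read as FDG fluorescence (ex 480/em 540) after 30 min, with pre-read for autofluorescence.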
Tb PFK inh = qHTS Assay to Find Inhibitors of T. brucei phosphofructokinase. ATP-dependent 6-phosphofructokinase (Trypanosoma brucei brucei), O15648. T. brucei PFK, ADP-Glo luminescence. Potency, µM (highest dose often 57.5 µM), for the others: at the highest dose activity, negative = inhibition, usual class: inhibitors. 330,000 compounds, 0.17% hits;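 further: potency means the concentration at half of the fitted maximal effect; 0% = uninhibited 1x PFK enzyme wells and -100% = no-enzyme wells; nearly all actives have a fitted effect of over 60% in size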
Target sequence (O15648 whole entry, looked up): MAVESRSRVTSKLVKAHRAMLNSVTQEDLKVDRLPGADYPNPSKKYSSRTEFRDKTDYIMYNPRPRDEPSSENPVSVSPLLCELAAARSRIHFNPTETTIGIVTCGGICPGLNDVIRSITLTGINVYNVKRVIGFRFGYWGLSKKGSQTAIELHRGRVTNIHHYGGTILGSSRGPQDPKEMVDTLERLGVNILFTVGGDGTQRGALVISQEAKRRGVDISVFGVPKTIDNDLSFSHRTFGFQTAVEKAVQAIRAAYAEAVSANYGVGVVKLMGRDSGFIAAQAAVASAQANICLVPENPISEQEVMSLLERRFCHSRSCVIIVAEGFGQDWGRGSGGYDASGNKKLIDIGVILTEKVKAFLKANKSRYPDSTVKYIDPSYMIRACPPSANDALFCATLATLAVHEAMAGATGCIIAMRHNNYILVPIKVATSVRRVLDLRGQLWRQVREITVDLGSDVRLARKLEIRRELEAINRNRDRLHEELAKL
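In TEA buffer at pH 8.0 with 5 mM MgCl2, enzyme (1.25 nM) converted F6P (0.5 mM) and ATP (0.1 mM) for 45 min at room temperature. ADP product was read by luciferase luminescence.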
* hit, by the source's call; ? = inconclusive; · = not tested or not shown; [ ] = remark or other dose. Unless noted, the call rests on the fitted dose curve; in most records, active means well fitted curve in the direction sought with a large enough effect; inconclusive means small, poorly fitted or top-dose-only effect, or another doubt; inactive means no such curve, though single readings can be large; an effect the other way counts as inactive or inconclusive.

Key to letters: A = ASM inhibitor; B = Mito fusion act; C = BCR signal inh; D = PTAP TSG101 blk; E = TCR act; F = ELG1 repair inh; G = Eya2 inh; H = TSHR antag; I = AT treatment; J = a7 integrin act; K = Tb PFK inh
1: Cc1c(S(=O)(=O)N(C)C2CCCCC2)c(=O)n(C)c(=O)n1C
  A: ·	B: -3.7%	C: -17.8%	D: -0.6%	E: -1.1%	F: 18.1%	G: -19.7%	H: 14.9	I: -6.2%	J: -1.0%	K: -6.5%

2: CC(C)c1nc2sc3c(=O)[nH]c(=S)[nH]c3c2c2c1CCCC2
  A: -0.7%	B: 21.5%	C: -2.3%	D: -13.1%	E: -3.1%	F: 0.0%	G: 0.1%	H: 0.7	I: -6.8%	J: -0.4%	K: -9.5%

3: c1ccc2c(c1)OCCc1c-2[nH]c2ccccc12
  A: -5.7%	B: -12.6%	C: ?	D: -1.0%	E: 3.2%	F: 8.0%	G: 9.5%	H: 8.5	I: -5.4%	J: -20.3%	K: 0.5%

4: COCCn1c(SC(C)C(=O)Nc2ccc(N3CCOCC3)cc2)nnc1-c1ccncc1 (stereo not given)
  A: ·	B: 0.5%	C: 0.3%	D: 0.0%	E: 5.7%	F: 28.7%	G: -27.0%	H: -4.4	I: 12.2%	J: 4.7%	K: 0.0%

5: O=C(c1cccs1)N(CCO)Cc1cc2cc3c(cc2[nH]c1=O)OCCO3
  A: ·	B: 1.1%	C: -4.6%	D: ·	E: ·	F: -24.8%	G: 16.9%	H: -2.6	I: -0.9%	J: ·	K: 4.8%

6: CNC(=S)N(Cc1cc2cc(C)ccc2n2nnnc12)CC(C)(C)CN(C)C
  A: 0.5%	B: -0.2%	C: -1.2%	D: -3.3%	E: -2.6%	F: -5.4%	G: -17.2%	H: 1.4	I: -0.3%	J: 0.0%	K: -1.1%

7: CN1CCN(c2ccc(NC(=O)c3ccc(-c4cccc([N+](=O)[O-])c4)o3)cc2)CC1
  A: -9.3%	B: 5.7%	C: ?	D: -4.8%	E: -1.4%	F: ?	G: -4.6%	H: 0.6	I: -7.9%	J: -38.5%	K: 0.7%

8: Cc1cccc(NC(=O)CN2C(=O)c3ccccc3C2=O)c1C
  A: 3.6%	B: 8.6%	C: 13.5%	D: -0.9%	E: 5.9%	F: 3.4%	G: ?	H: 13.5	I: 0.9%	J: -6.1%	K: -3.7%

9: OC(COc1ccc(Cl)cc1)CN1CCN(c2cccc(Cl)c2)CC1 (stereo not given)
  A: -5.8%	B: -8.9%	C: -6.9%	D: -1.5%	E: 6.6%	F: -4.9%	G: -9.0%	H: -7.0	I: 0.0%	J: 12.5%	K: -5.4%

10: COC(=O)c1csc(S(=O)(=O)N2CCCCC2)c1OC
  A: 4.1%	B: -5.1%	C: -5.7%	D: -2.6%	E: 19.1%	F: 4.1%	G: -14.4%	H: -3.6	I: 0.7%	J: -0.2%	K: -0.2%

11: O=C(COc1ccc(S(=O)(=O)N2CCOCC2)cc1Cl)NCCN1CCOCC1
  A: -0.3%	B: 3.0%	C: -8.4%	D: -5.7%	E: -2.1%	F: 13.7%	G: -4.7%	H: 2.6	I: -3.3%	J: -22.5%	K: 2.3%

12: COc1cccc(CNS(=O)(=O)c2c(C(=O)N3CCCC3)c(C)n(C)c2C)c1
  A: 1.8%	B: -0.7%	C: -3.7%	D: 4.1%	E: 7.1%	F: ?	G: 9.6%	H: -8.2	I: -4.1%	J: -2.2%	K: -0.9%

13: Cc1cc(-c2csc3nc[nH]c(=S)c23)cc(C)c1C
  A: -3.0%	B: 4.7%	C: -10.9%	D: -4.6%	E: 1.8%	F: -6.4%	G: -4.0%	H: -5.6	I: -4.0%	J: -55.6%[inhibitor]	K: -2.6%

14: O=C(NC1CCS(=O)(=O)C1)/C(=C\c1ccc(F)cc1)NC(=O)c1ccccc1 (stereo not given)
  A: 2.9%	B: 0.9%	C: 1.7%	D: -1.1%	E: 4.5%	F: 10.8%	G: 4.4%	H: 3.2	I: -0.8%	J: -10.6%	K: 2.0%

15: CC(c1ccccn1)N(Cc1ccco1)C(=S)Nc1cccc(F)c1 (stereo not given)
  A: 0.6%	B: 29.2%	C: 4.9%	D: 1.4%	E: 0.9%	F: ?	G: -1.9%	H: -2.5	I: 2.0%	J: 2.7%	K: -7.3%

16: CN(C)c1ccc(C(=O)OCc2ccc(Br)cc2)cc1
  A: -12.0%	B: 3.4%	C: ?	D: -3.3%	E: -1.9%	F: ?	G: 24.8%	H: -15.2	I: 2.8%	J: 5.0%	K: -1.1%

7 entries from above, ordered by molecular weight, smallest number first:
Key to letters: A = ASM inhibitor; B = Mito fusion act; C = BCR signal inh; D = PTAP TSG101 blk; E = TCR act; F = ELG1 repair inh; G = Eya2 inh; H = TSHR antag; I = AT treatment; J = a7 integrin act; K = Tb PFK inh
13: Cc1cc(-c2csc3nc[nH]c(=S)c23)cc(C)c1C
  A: -3.0%	B: 4.7%	C: -10.9%	D: -4.6%	E: 1.8%	F: -6.4%	G: -4.0%	H: -5.6	I: -4.0%	J: -55.6%[inhibitor]	K: -2.6%

8: Cc1cccc(NC(=O)CN2C(=O)c3ccccc3C2=O)c1C
  A: 3.6%	B: 8.6%	C: 13.5%	D: -0.9%	E: 5.9%	F: 3.4%	G: ?	H: 13.5	I: 0.9%	J: -6.1%	K: -3.7%

10: COC(=O)c1csc(S(=O)(=O)N2CCCCC2)c1OC
  A: 4.1%	B: -5.1%	C: -5.7%	D: -2.6%	E: 19.1%	F: 4.1%	G: -14.4%	H: -3.6	I: 0.7%	J: -0.2%	K: -0.2%

15: CC(c1ccccn1)N(Cc1ccco1)C(=S)Nc1cccc(F)c1 (stereo not given)
  A: 0.6%	B: 29.2%	C: 4.9%	D: 1.4%	E: 0.9%	F: ?	G: -1.9%	H: -2.5	I: 2.0%	J: 2.7%	K: -7.3%

9: OC(COc1ccc(Cl)cc1)CN1CCN(c2cccc(Cl)c2)CC1 (stereo not given)
  A: -5.8%	B: -8.9%	C: -6.9%	D: -1.5%	E: 6.6%	F: -4.9%	G: -9.0%	H: -7.0	I: 0.0%	J: 12.5%	K: -5.4%

12: COc1cccc(CNS(=O)(=O)c2c(C(=O)N3CCCC3)c(C)n(C)c2C)c1
  A: 1.8%	B: -0.7%	C: -3.7%	D: 4.1%	E: 7.1%	F: ?	G: 9.6%	H: -8.2	I: -4.1%	J: -2.2%	K: -0.9%

11: O=C(COc1ccc(S(=O)(=O)N2CCOCC2)cc1Cl)NCCN1CCOCC1
  A: -0.3%	B: 3.0%	C: -8.4%	D: -5.7%	E: -2.1%	F: 13.7%	G: -4.7%	H: 2.6	I: -3.3%	J: -22.5%	K: 2.3%
